A3G deaminase – APOBEC3G (human) deaminase inhibition | Q9HC16 | actives 0.28% (n = 330,000) | recombinant A3G, ssDNA deamination FAM/TAMRA fluorescence | inhibition, % at 20 µM;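 active = inhibition of at least 40% at 20 µM, with no more than 30% in the related APOBEC3A deaminase screen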;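 also: plate controls were DMSO wells with A3G for no effect and wells lacking A3G enzyme for full effect; some compounds called inactive have numbers as strong as hits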
Target sequence (Q9HC16 whole entry, looked up): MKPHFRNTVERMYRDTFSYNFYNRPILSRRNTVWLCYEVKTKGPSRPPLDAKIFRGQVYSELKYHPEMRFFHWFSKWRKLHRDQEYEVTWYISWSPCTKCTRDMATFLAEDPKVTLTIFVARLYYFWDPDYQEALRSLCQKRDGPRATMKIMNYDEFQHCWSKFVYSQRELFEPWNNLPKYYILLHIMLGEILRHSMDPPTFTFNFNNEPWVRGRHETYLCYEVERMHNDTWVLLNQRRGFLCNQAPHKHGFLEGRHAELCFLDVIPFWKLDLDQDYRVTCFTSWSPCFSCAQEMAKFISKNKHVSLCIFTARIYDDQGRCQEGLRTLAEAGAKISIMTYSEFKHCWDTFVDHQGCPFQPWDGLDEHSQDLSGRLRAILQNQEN
mIAP inh – mouse IAP inhibition; purified mouse IAP, CDP-Star luminescence, 30 min; inhibition, % at 10 µM; actives 0.2% (n = 330,000);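 active = inhibition of at least 40% at 10 µM in the primary screen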;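 also: plate controls were DMSO with enzyme for no effect and no enzyme wells for full effect; values of inactives mirror those of a sister screen read the other way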
tim10-1 inh – inhibits growth of tim10-1 mutant yeast; S. cerevisiae tim10-1 ts strain growth, BacTiter-Glo, 24 h; inhibition, % at 20 µM; actives 2.2% (n = 330,000); AID 463190;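 active = inhibition of at least 40%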;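 also: mutant grown at 25 °C; 0% = DMSO wells with yeast and 100% = wells holding no yeast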
NALP3 yeast inh – blocks the NALP3 inflammasome reconstituted in yeast | inhibition, % at 10 µM | Yeast reconstituted NLRP3/ASC/caspase-1, beta-gal luminescence, 24 h | AID 2825 | actives 0.39% (n = 330,000);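 active = inhibition of 50% or more; inactive = inhibition below 50%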;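 also: plate controls were induced DMSO wells for no effect and uninduced yeast grown without galactose for full effect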
TIM10 inh – inhibits growth of TIM10 yeast strain | actives 1.4% (n = 330,000) | S. cerevisiae TIM10 strain growth, BacTiter-Glo luminescence, 24 h | inhibition, % at 10 µM;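 active = inhibition of 40% or more at the single tested concentration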;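 also: wild-type TIM10 isogenic control strain grown at permissive 25 °C; 0% = DMSO yeast wells and 100% = minimal medium wells without yeast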
mIAP activ – mouse IAP activation; AID 2805; actives 0.24% (n = 330,000); muIAP, CDP-Star luminescence, 30 min; stronger effect = higher value; 1 = vehicle-only enzyme signal, 0 = enzyme-free wells; activation factor at 10 µM;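 active = activation factor of at least 2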; also: the source names both 10 and 20 µM as test concentration; values of inactives mirror those of a sister screen read the other way
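also added = chemiluminescent substrate CDP-Star | test system = mouse IAP enzyme | signal = chemiluminescence readout | compound = DMSO-dissolved test compounds | incubation = 30 min at room temperature | benchmarks = DMSO wells, no-enzyme wells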
A3A deaminase – inhibitors of human APOBEC3A DNA deaminase. P31941. recombinant A3A, FAM/TAMRA ssDNA deamination fluorescence. inhibition, % at 20 µM. actives 0.41% (n = 330,000). AID 493011;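 active = at least 40% inhibition at 20 µM here, with at most 30% in a related deaminase screen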;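 also: plate controls were A3A with DMSO for no effect and wells lacking A3A enzyme for full effect; some results filed as inactive read as strong as hits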
Target sequence (P31941 whole entry, looked up): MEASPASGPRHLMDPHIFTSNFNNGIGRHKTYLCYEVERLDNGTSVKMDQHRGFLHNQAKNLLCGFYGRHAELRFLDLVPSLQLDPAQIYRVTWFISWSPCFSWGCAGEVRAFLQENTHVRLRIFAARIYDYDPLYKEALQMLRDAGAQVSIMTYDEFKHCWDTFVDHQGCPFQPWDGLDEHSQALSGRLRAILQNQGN
hIAP inh – human IAP inhibition; inhibition, % at 10 µM; P09923; purified IAP, CDP-Star luminescence, 30 min; actives 0.12% (n = 330,000);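 active = inhibition reaching a set limit with compound at 10 µM in the primary screen, cut at about 35% in these data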;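 also: plate controls were DMSO wells with enzyme for no effect and no-enzyme buffer wells for full effect; values of inactives mirror those of a sister screen read the other way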
Target sequence (P09923 whole entry, looked up): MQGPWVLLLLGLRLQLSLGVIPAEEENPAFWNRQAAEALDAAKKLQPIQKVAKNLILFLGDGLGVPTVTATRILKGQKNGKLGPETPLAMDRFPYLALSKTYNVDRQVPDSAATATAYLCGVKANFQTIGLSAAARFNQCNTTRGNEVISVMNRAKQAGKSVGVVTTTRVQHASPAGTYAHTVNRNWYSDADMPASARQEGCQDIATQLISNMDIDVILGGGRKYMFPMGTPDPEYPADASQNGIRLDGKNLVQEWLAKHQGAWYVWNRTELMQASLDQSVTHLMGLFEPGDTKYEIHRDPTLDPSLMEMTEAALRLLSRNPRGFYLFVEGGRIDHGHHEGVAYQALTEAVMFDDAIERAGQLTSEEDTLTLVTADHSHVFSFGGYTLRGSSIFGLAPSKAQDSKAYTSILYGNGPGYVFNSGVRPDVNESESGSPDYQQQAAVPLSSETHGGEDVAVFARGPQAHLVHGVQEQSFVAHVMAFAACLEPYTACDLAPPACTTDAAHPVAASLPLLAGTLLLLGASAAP
beta cell repl – induces beta-cell replication in MIN6 cells. MIN6 cells proliferation, ATPlite luminescence, 48 h; cells starved in 0.2% serum; 100% = growth in 10% serum. proliferation, % at 10 µM. actives 0.29% (n = 330,000);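 active = compounds whose signal lies at least 3.5 SD above the mean of all wells on their plate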;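 also: 0% = DMSO-treated cells in low-serum medium and 100% = 10% serum control; some compounds called inactive have numbers as strong as hits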
Active calls of the source: *.

No.	SMILES	A3A deaminase	mIAP inh	TIM10 inh	mIAP activ	NALP3 yeast inh	tim10-1 inh	hIAP inh	beta cell repl	A3G deaminase
1	O=C(Cn1nnc(-c2ccc(CN3CCOCC3)cc2)n1)N(c1ccccc1)c1ccccc1	-2	12	18	0.88	13	24	-12	-2	-5
2	CCOc1ccccc1C1C(C(N)=O)=C(C)Nc2nc(-c3ccccc3Cl)nn21 (stereo not given)	-1	7	-5	0.93	-16	12	7	-1	-5
3	CN(C(=O)c1ccc(NC(=O)Cc2ccc(NC(=O)C3CCCN(C(=O)C4CCCC4)C3)cc2)cc1)C1CC1 (stereo not given)	-1	-15	4	1.1	6	10	9	-2	-8
4	O=C(Nc1ccc(N2CCN(Cc3ccccc3)CC2)cc1)c1cccnc1	-18	-3	-9	1	18	18	-18	-3	-3
5	CCN1C(=O)C2C(C1=O)N1C(c3ccccc3)C3C(=O)N(CC)C(=O)C3N1C2c1ccccc1 (stereo not given)	-7	-9	6	1.1	15	11	-23	-1	-9
6	CN=C1CC(C)(C)CC(=O)/C1=C(/O)CCC(=O)NC	0	2	5	0.98	9	8	-4	-1	-7
7	COc1ccc(C2=C(C)C(N3CCN(C(=O)c4ccco4)CC3)=NS2(=O)=O)cc1	-7	5	-12	0.95	19	21	-4	1	-8
8	CC1=NN(c2ccccc2)C(=O)/C1=C/C=C/c1ccccc1	-1	15	30	0.85	7	23	17	-6	-5
9	O=C1NCCCCC1NC1CC(=O)N(c2ccccc2)C1=O (stereo not given)	0	1	12	0.99	13	13	4	5	-1
10	CCOC(=O)c1sc(NC(=O)Nc2ccccc2)cc1C	2	-71	7	1.7	16	0	-18	0	-5
11	CCOC(=O)C1=C(C)NC(=O)NC1c1ccc(-c2ccc(Cl)cc2)o1 (stereo not given)	0	5	13	0.95	7	16	5	-2	0
12	O=C(Nc1ccc(F)cc1)Nc1cccc(Br)c1	0	-199	5	3*	29	-26	-1	-6	-2
13	C[C@H](CO)N1C[C@H](C)[C@@H](CN(C)Cc2ccc(-c3ccccc3)cc2)Oc2c(NS(=O)(=O)c3ccccc3)cccc2C1=O	-5	1	1	0.99	10	8	2	-6	-8
14	Cc1ccccc1OCc1nnc(SCC(=O)Nc2ccc3c(c2)oc2ccccc23)n1C	1	-6	-12	1.1	11	7	6	-4	-3
15	COCc1c(C(=O)N/N=C(\C)c2ccc(Cl)s2)nnn1-c1nonc1N	2	-7	-26	1.1	21	-10	12	-1	4
16	Cc1cc(C)c(C#N)c(N)n1	2	-13	-10	1.1	1	-3	1	0	-7
17	Cn1c(=O)c(=O)n(C)c2cc(S(=O)(=O)N3CCCC3C(=O)Nc3ccccc3F)ccc21 (stereo not given)	3	17	-5	0.83	17	3	16	-2	-3
18	CCn1c2ccccc2c2cc(NC(=O)c3cccc([N+](=O)[O-])c3)ccc21	-7	3	-17	0.97	9	3	10	-3	-6
19	Cc1cc(C)c(CN2CCC(n3nccc3NC(=O)C3CCOC3)CC2)cc1C (stereo not given)	-5	2	10	0.98	8	-2	5	1	-6
20	CSc1ccc(CN2CCN(CCC(C)C)C(CCO)C2)cc1 (stereo not given)	8	1	-7	0.99	10	-9	12	-2	1

As entered above:
Entry of entry 18 in mIAP inh: 3
Entry of entry 13 in mIAP activ: 0.99
Entry of entry 17 in A3A deaminase: 3

Other compounds
No.	SMILES	A3A deaminase	mIAP inh	TIM10 inh	mIAP activ	NALP3 yeast inh	tim10-1 inh	hIAP inh	beta cell repl	A3G deaminase
21	COc1ccc2nc(NC(=O)CCN3C(=S)NC(C)(C)CC3C)sc2c1 (stereo not given)	-4	4	-15	0.96	-2	-6	1	-2	-9
22	CCOc1ccc(-c2noc(CCC(=O)NCCc3ccccc3)n2)cc1OC	-1	0	12	1	6	13	0	-4	2
23	CCC(=O)Nc1nc(-c2ccc3c(c2)CC(C)N3S(C)(=O)=O)cs1 (stereo not given)	1	1	9	0.99	10	22	-4	1	-3
24	c1cc(CNc2ccc(N3CCOCC3)cc2)ccn1	2	1	-1	0.99	9	2	-27	-3	-1
25	COc1ccccc1CC(=O)Nc1cccc2ccccc12	2	-4	-13	1	16	-9	16	-3	4
26	CN1CCN(c2nc(C(N)=O)cc(-c3ccccc3)n2)CC1	-3	-4	-4	1	7	-2	-29	-2	-3
27	COc1cc(/C=C(\NC(=O)c2ccccc2)C(=O)Nc2cccc(O)c2)c([N+](=O)[O-])cc1OC	3	-3	5	1	-9	1	18	-3	0
28	COc1ccc(CNC(=O)C(=O)NC2CC(C)(C)NC(C)(C)C2)cc1	6	1	-3	0.99	10	-1	-12	-2	-4
29	CCc1ccc(OCC(=O)Oc2ccc([N+](=O)[O-])cc2)cc1	-8	-8	4	1.1	-22	-16	-10	2	-5
30	Cc1sc(N/N=C/c2ccco2)nc1-c1ccccc1	-5	7	37	0.93	26	43*	-2	-4	-6
31	Cc1ccc(C)c2c(N)c3c(nc12)CCCCC3 (tested in a mixture with another compound)	5	-1	-10	1	12	-5	0	-3	6
32	COc1ccc(C(=O)NCCS(=O)(=O)N(C)C2CCCCC2)cc1	2	0	10	1	15	14	2	-1	-4
33	CCOC(=O)C1=NOC(COc2ccccc2C=O)C1 (stereo not given)	2	-6	19	1.1	6	15	-2	-4	-3
34	Cc1cccc(-n2c(=O)c3c(C)c(C)sc3n(CC(N)=O)c2=O)c1	4	6	1	0.94	2	2	7	-2	-3
35	C=CCn1c(CSc2nnc(-c3ccccc3)n2C)n[nH]c1=S	1	2	18	0.98	11	-12	-8	-1	2
36	CCn1c(C)[n+](CCCS(=O)(=O)[O-])c2cc(Cl)c(Cl)cc21	58	6	4	0.94	1	5	-13	-3	31
37	COc1ccc(C(=O)NCCOc2cccc(Oc3ccccc3)c2)cc1OC	-1	-62	-13	1.6	21	1	-42	-3	-3
38	CC(C)(C)c1ccc(Cc2n[nH]c(=S)[nH]c2=O)cc1	-4	9	-3	0.91	20	13	3	-1	-3
39	CC1(C(=O)O)Sc2[nH]c(=O)sc2C2c3ccccc3OC(=O)C21 (stereo not given)	-3	12	-5	0.88	12	-15	12	-4	-5
40	O=C(Nc1cccc(C(=O)O)c1)Nc1ccc2c(c1)OCO2	-3	-11	14	1.1	18	17	-11	-6	-2
41	O=C(COc1ccccc1Cl)NCCCN1CCOCC1	-1	8	-9	0.92	19	-8	1	0	-6
42	CC1Cc2ccccc2N1c1ncnc2c1nnn2Cc1ccccc1 (stereo not given)	5	12	9	0.88	-4	26	0	-6	-8
43	O=C(Nc1nc(COc2ccccc2)cs1)C12CC3CC(CC(C3)C1)C2	0	7	20	0.93	24	20	11	-6	-7
44	Cc1cc(Cl)ccc1OCC(O)CNCCc1ccc(S(N)(=O)=O)cc1 (stereo not given)	-3	-8	-16	1.1	12	7	-14	-4	-6
45	CCCCC(=O)Nc1ccc2c(c1)nc(CCN1CCN(C)CC1)n2C	-2	-4	-19	1	11	-11	-16	-2	-3
46	COc1ccc(S(=O)(=O)N2CCC(NC(=O)N3CCOCC3)CC2)cc1	4	0	8	1	22	-1	16	3	-13
47	CCOc1ccc(C(CC(=O)O)NC(=O)C2c3ccccc3Oc3ccccc32)cc1 (stereo not given)	-1	-3	-1	1	-3	23	-15	0	-4
48	Cc1occc1C(=O)NC1CCCCCC1	1	17	10	0.83	8	18	1	-1	2
49	CCOC(=O)c1cccc(NC(=O)CCc2nnc3ccc(N4CCN(C)CC4)nn23)c1	-2	5	4	0.95	9	26	-7	1	-4
50	O=C(COC(=O)CN1C(=O)C2CCCCC2C1=O)Nc1ccc(S(=O)(=O)N2CCOCC2)cc1 (stereo not given)	-6	-5	-18	1.1	-14	-10	3	-2	-8
51	Cc1c(-c2cc(Br)ccc2O)nc2cc3c(cc2c1C)OCO3	-1	12	7	0.88	10	18	4	-1	-7
52	Cc1noc(C)c1COC(=O)C1CC(O)CN1S(=O)(=O)c1ccc(Cl)cc1 (stereo not given)	-1	3	-14	0.97	8	-2	-3	-3	-4
53	CC(C)c1cc(C(=O)N2CCCC(N3CCN(c4ccc(F)cc4)CC3)C2)no1 (stereo not given)	-4	-2	-3	1	21	35	-6	-2	-6
54	O=C(CC1SC(N2CCCCC2)=NC1=O)Nc1cccc(C(=O)NCc2ccc(F)cc2)c1 (stereo not given)	0	2	-4	0.98	-2	-22	2	-2	-11
55	CN1CCN(C(=O)/C(=C/c2ccc(F)cc2)NC(=O)c2ccccc2)CC1	-2	2	-4	0.98	8	-10	0	-1	-6
56	COc1ccc(N2CC(C(=O)N[C@@H](CC(C)C)C(=O)NC3CCCCC3)CC2=O)cc1 (stereo not given in full)	3	-6	-9	1.1	18	-5	17	-4	11
57	CCCn1nc(NC(=O)C2CCCO2)c2cc3cccc(C)c3nc21 (stereo not given)	-5	-48	35	1.5	16	32	18	3	-4
58	O=C(Nc1ccc(Cl)cc1N1CCOCC1)C1CCCO1 (stereo not given)	11	-3	2	1	14	1	4	-3	-6
59	CCCCOC(=O)CCn1c(=S)oc2ccccc21	-18	4	10	0.96	22	11	-11	0	-4
60	O=C(Nn1cnnc1)c1ccc(Cl)c([N+](=O)[O-])c1	-5	5	4	0.95	8	-3	22	-2	-6

3 entries already listed, arranged by length of the SMILES, high to low.
No.	SMILES	A3A deaminase	mIAP inh	TIM10 inh	mIAP activ	NALP3 yeast inh	tim10-1 inh	hIAP inh	beta cell repl	A3G deaminase
56	COc1ccc(N2CC(C(=O)N[C@@H](CC(C)C)C(=O)NC3CCCCC3)CC2=O)cc1 (stereo not given in full)	3	-6	-9	1.1	18	-5	17	-4	11
52	Cc1noc(C)c1COC(=O)C1CC(O)CN1S(=O)(=O)c1ccc(Cl)cc1 (stereo not given)	-1	3	-14	0.97	8	-2	-3	-3	-4
60	O=C(Nn1cnnc1)c1ccc(Cl)c([N+](=O)[O-])c1	-5	5	4	0.95	8	-3	22	-2	-6

Next structures:
No.	SMILES	A3A deaminase	mIAP inh	TIM10 inh	mIAP activ	NALP3 yeast inh	tim10-1 inh	hIAP inh	beta cell repl	A3G deaminase
61	O=C(CSc1ccccc1)N1CCN(C(=O)c2ccco2)CC1	1	2	10	0.98	5	9	7	1	-7
62	O=C(Nc1nc(-c2ccc(S(=O)(=O)N3CCCCCC3)cc2)cs1)c1cccs1	-3	10	18	0.9	15	29	-12	-4	-5
63	O=C(CN1CCN(c2ccccn2)CC1)NC1CCCCC1	-2	5	1	0.95	16	-1	-5	-2	-7
64	CCOC(=O)C1NC(=O)CC1c1ccccc1 (stereo not given)	-3	3	3	0.97	3	0	1	1	-4
65	COc1ccc(CN2CCN(C3CCOCC3)CC2CCO)c(C)c1C (stereo not given)	-1	-9	-12	1.1	7	25	-7	2	-9
66	O=C1[C@H]2[C@@H](c3ccc(Cl)cc3)N3C(=O)N(c4cccc(Cl)c4)C(=O)[C@@]3(Cc3ccc(Cl)cc3)[C@H]2C(=O)N1C1CCCCC1	2	-12	16	1.1	19	-2	-3	-5	-1
67	Cc1ccc(CSCC(=O)N(C)CC(=O)Nc2ccc(C)cc2)cc1	1	-8	2	1.1	18	28	-15	-6	2
68	COc1ccccc1N(CCC#N)C(=O)CSc1ccc2c(c1)OCCO2	-1	3	-9	0.97	10	37	8	-2	-5
69	CCn1c(COc2ccc(C)cc2)nc2ccccc21	-1	10	1	0.9	65*	29	-10	-3	-6
70	O=C(Nc1ccccc1)NN1CC(=O)N(c2ccc(Cl)cc2)CC1=O	-1	6	8	0.94	8	0	16	-1	-6
71	Cc1ccc(S(=O)(=O)c2nc(-c3ccccc3F)oc2N2CC(C)OC(C)C2)cc1 (stereo not given)	5	0	13	1	18	24	-4	-4	-4
72	CC(=O)Nc1cccc(C(=O)N/N=C/c2ccccc2F)c1	-1	1	3	0.99	15	1	12	0	-3
73	CCOC(=O)c1cc2c(N)c(C(=O)c3cc(C#N)c(SC)nc3C)sc2nc1C	1	2	11	0.98	10	9	18	-3	-4

From PubChem BioAssay
